# Source: PubChem BioAssay
# SKN-1 block = C. elegans SKN-1 inhibition | C. elegans VP596 Pgst-4::GFP/RFP ratio, acrylamide-induced, 24 h | inhibition, % at 21.8 µM | hit rate 0.49% among 360,000;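 active = interference check ratio from 0.5 to 1.5 plus GFP to RFP signal ratio inhibition reaching or exceeding a fixed threshold, cut at about 30% in these data, passing the limit was not always enough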; also: some compounds called inactive have numbers as strong as hits
# Rin1 Abl inh = inhibitors of human Rin1-Abl protein interaction. P00519+Q13671. TR-FRET Rin1/Abl binding, biochemical. inhibition, % at 7.35 µM. hit rate 0.4% among 360,000; in the data active = inhibition above about 5%, passing the limit was not always enough
# FAS-TE inh = inhibitors of human fatty acid synthase thioesterase domain; AID 602261; hit rate 0.67% among 360,000; inhibition, % at 15 µM; recombinant FAS-TE, OMFH fluorogenic substrate, fluorescence endpoint;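 active = compounds whose normalised, plate-corrected inhibition of enzyme fluorescence in the single-dose primary screen is 50% or more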;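 also: 0% = DMSO with enzyme and 100% = substrate without enzyme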
# MsrA act = activators of bovine methionine sulfoxide reductase A | purified bovine MsrA, absorbance read-out | activation, % at 10.6 µM | hit rate 0.3% among 360,000 | AID 602163; in the data active = activation above about 7.5%;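 also: 0% = vehicle and 100% = reference activator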
# CendR NRP1 mod = alters CendR peptide binding to human NRP-1; O14786; FAM-RPARPAR peptide binding to NRP-1, fluorescence polarization; inhibition, % at 25 µM; hit rate 0.85% among 360,000; AID 602438;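 active = inhibition or corrected inhibition above about 18%, plus a signal ratio from 0.5 to 1.5, limit read from the data, passing the limit was not always enough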; also: strong numbers were not always called active
# Neddyl block = blocks human cullin neddylation | P61081+Q13564 | TR-FRET cullin neddylation, biochemical | calls only at 25 µM | hit rate 0.58% among 360,000 | AID 651699; in the data active = inhibition above about 36%
# eLon inh = E. coli protease La inhibition | P0A9M0 | purified E. coli Lon protease, fluorescence polarization | inhibition, % at 7.94 µM | hit rate 0.42% among 360,000 | AID 602123; in the data active = inhibition above about 13%, passing the limit was not always enough;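 also: 0% = enzyme with probe and DMSO and 100% = no enzyme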
# Target sequence (P0A9M0 whole entry, looked up): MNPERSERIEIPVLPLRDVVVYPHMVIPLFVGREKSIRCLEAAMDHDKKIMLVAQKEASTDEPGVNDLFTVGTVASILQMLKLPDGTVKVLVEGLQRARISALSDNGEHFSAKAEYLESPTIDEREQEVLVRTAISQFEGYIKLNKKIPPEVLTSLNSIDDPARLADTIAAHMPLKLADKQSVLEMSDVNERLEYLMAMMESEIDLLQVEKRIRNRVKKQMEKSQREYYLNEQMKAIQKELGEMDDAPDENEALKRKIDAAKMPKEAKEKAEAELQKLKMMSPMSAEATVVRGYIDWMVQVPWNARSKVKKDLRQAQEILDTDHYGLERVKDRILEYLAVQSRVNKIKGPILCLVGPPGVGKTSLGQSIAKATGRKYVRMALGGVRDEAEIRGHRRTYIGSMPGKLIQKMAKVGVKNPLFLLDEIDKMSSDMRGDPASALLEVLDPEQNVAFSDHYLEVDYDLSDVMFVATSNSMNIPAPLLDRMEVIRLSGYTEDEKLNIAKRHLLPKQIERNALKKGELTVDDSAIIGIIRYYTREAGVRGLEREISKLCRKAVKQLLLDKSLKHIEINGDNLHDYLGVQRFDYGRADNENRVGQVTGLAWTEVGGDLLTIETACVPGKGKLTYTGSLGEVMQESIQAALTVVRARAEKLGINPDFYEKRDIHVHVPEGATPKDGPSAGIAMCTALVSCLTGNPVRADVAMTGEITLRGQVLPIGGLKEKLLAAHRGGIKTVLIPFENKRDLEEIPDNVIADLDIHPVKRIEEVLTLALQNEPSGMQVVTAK
# MT1-MMP act inh = blocks activation of human MT1-MMP. P50281. HT1080 RFP-PRO-GFP cells, GFP/RFP ratio fluorescence, overnight; percent of plate control window, DMSO zero. GFP/RFP ratio change, % at 20 µM. hit rate 0.061% among 360,000. AID 651647;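 active = GFP/RFP ratio change of at least 30% with cell ATP level not reduced by more than half and red fluorescence within 50% of control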; also: strong numbers were not always called active
#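 Test system: HT1080 cells expressing an RFP-PRO-GFP fluorescent reporter construct / Compound dosing: single-point 20 µM compound, 1% DMSO / Schedule: cells overnight before dosing, compound overnight, 37 °C, 5% CO2 / Evaluation: GFP/RFP fluorescence ratio / Control set: DMSO and RFP-L50D-GFP cell wells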
# PABP1 MLLE inh = inhibitors of microRNA-mediated deadenylation, human PABP1 MLLE binding; hit rate 0.36% among 360,000; inhibition, % at 20 µM; P11940; GST-MLLE / FITC-PAM2 fluorescence polarization; AID 588489; in the data active = inhibition above about 35%, passing the limit was not always enough;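 also: plate controls were DMSO wells with GST-MLLE for no effect and wells lacking GST-MLLE protein for full effect; some results filed as inactive read as strong as hits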
# Starred values were filed as active, the others as inactive; i = inactive; + = active, no number; & = joins results of further samples. Compounds as they come. Share with any hit: about 4%.
Structure	SKN-1 block	Rin1 Abl inh	FAS-TE inh	MsrA act	CendR NRP1 mod	Neddyl block	eLon inh	MT1-MMP act inh	PABP1 MLLE inh
COc1ccc(-n2c(-c3ccc(Br)cc3)c[n+]3c2SC(C)C3)cc1 (stereo not drawn)	7	-3	-7	-1	0	i	0	-6	8
CCOC(=O)CSc1nc2c(c(-c3ccc(C)o3)c1C#N)CCCC2	-19	-2	30	-7	-5	i	4	1	5
CSCCC(NS(=O)(=O)c1ccc2c(c1)OCCO2)C(=O)N(C)Cc1ccc(F)cc1 (stereo not drawn)	-4	3	2	-1	5	i	-5	-2	12
CCOc1ccc(N(CC(=O)Nc2cccc(C)c2C)S(=O)(=O)c2c(C)[nH]c(=O)[nH]c2=O)cc1	19	-4	0	-4	-3	i	-11	5	16
CN(C)c1ccc(N=Nc2ccccc2C(=O)OCC(=O)Nc2ccccc2C(F)(F)F)cc1	12	-3	38	-3	12	i	-1	11	-15
N#C/C(=C\c1cccc([N+](=O)[O-])c1)C(=O)NCc1cccnc1	6	-5	12	-4	2	i	8	4	23
Cc1cc(C)n(CCc2nc(-c3ccc(C)o3)cs2)n1	16	4	-3	-5	-8	i	-1	-2	33
Cc1ccccc1-c1noc(N)c1C#N	0	1	-2	-1	0	i	-4	-7	-16
CCOc1ccc(C(=O)NC2CCCCCCC2)cc1	9	-4	2	4	8	i	-7	1	-5
Cc1nc2ccc(S(=O)(=O)NCC(=O)NCCN3CCCCCC3)cc2s1	-2	-3	-8	-2	8	i	0	-2	25
CCOCCCN1C(=O)C2C(C(=O)Nc3ccc(OCC)cc3)C3C=CC2(O3)C1C(=O)NC1CCCCC1 (stereo not drawn)	28	1	-5	-3	11	i	2	-2	8
O=C(NNc1cc(N2CCOCC2)nc(N2CCOCC2)n1)c1ccc(Cl)c(Cl)c1	6	-4	34	1	9	i	-12	1	5
Cc1ccc(C)c(N2C(=O)c3ccc(C(=O)OCC(=O)c4c(N)n(C)c(=O)n(C)c4=O)cc3C2=O)c1	2	0	30	-4	-3	i	-6	2	-19
CCOc1cccc(NC(=O)C(Cc2cccs2)c2nn[nH]n2)c1 (stereo not drawn)	-16	-1	-7	-2	-17	i	0	-3	-5
COc1ccc(NC(=O)c2cc(-c3ccc(F)cc3OC)n[nH]2)c(C)c1	12	2	4	-1	5	i	-6	1	-10
CC(C)C[C@H](NC(=O)NC1CCCc2ccccc21)C(=O)O (stereo partly drawn)	0	-3	-4	-2	-5	i	-13	7	1
CCc1nc2ccc(C(=O)NCc3ccc4c(c3)OCO4)cn2c1N(CC)Cc1cccc(Br)c1	-5	0	6	-4	4	i	3	-2	-14
O=C(c1ccc(Br)o1)N1CCC(c2nc3ccccc3[nH]2)CC1	2	1	-3	0	-8	i	-18	1	13
COc1ccc(CCN2CN(S(=O)(=O)c3ccccc3)c3nc4ccccc4nc32)cc1OC	-4	2	12	-1	-6	i	5	-1	-1
COc1ccc(S(=O)(=O)N(CCc2ccccc2)CC(=O)O)cc1Cl	6	0	-4	-3	-3	i	1	5	-7
CC(C)(C)c1ccc(S(=O)(=O)C(C)(C)C)cc1	4	-2	1	2	-4	i	-1	0	8
O=C(Nc1ccc2c(c1)OCO2)N1CCN(c2ccccc2)CC1	3	-1	-4	-3	5	i	-1	0	-3
COC(=O)/C=C1\S/C(=N\N=C\CC(=O)OC)NC1=O	37*	1	-6	-2	1	i	8	-1	4
CC[C@H](C)[C@H](NC(N)=O)C(=O)Nc1ccc(C)cc1	5	-1	-6	-7	0	i	0	3	6
O=C(CNCc1ccc(Cl)cc1)Nc1ccc(C(=O)N2CCCCC2)cc1	-1	2	-2	-3	-3	i	0	0	-7
CC(C)Nc1ncnc2[nH]ncc12	5	3	-12	-1	18	i	-6	-1	11
COc1cc(C(=O)NC(CCSC)C(=O)OCc2cc([N+](=O)[O-])cc3c2OCOC3)cc(OC)c1OC (stereo not drawn)	0	1	31	-5	-15	i	8	5	1
COc1cc(/C=C2/C(=N)N3N=C(CC(=O)N4CCOCC4)SC3=NC2=O)ccc1OC(C)c1ccccc1 (stereo not drawn)	2	5	-2	-5	-59	i	-24	-2	-9
Cc1cn([C@H]2C[C@H](O)[C@@H](/C=C/C(=O)NCc3ccc4c(c3)OCO4)O2)c(=O)[nH]c1=O	-9	2	-9	-2	6	i	-13	4	-10
Cc1[nH]c2ccccc2c1C(=O)COC(=O)c1cccc(S(=O)(=O)N2CCCCC2)c1	-2	-4	35	-2	4	i	-12	-7	6
Clc1ccccc1OCc1nnc2n1CCCCC2	-7	0	-2	-3	-1	i	-6	5	-2
C/C(=N/NC(=O)C1CCN(S(=O)(=O)c2ccc(C)cc2)CC1)c1cccc([N+](=O)[O-])c1	17	0	17	0	1	i	-7	0	-1
Cc1ccccc1C(=O)NC(C)C1CC2CCC1C2 (stereo not drawn)	25	3	-4	0	10	i	1	1	-1
CCOC(=O)Cc1nc2ccccc2[nH]1	10	2	-4	-4	-10	i	0	-4	-7
COc1cc(C2C(C(=O)c3ccc(C)o3)=C(O)C(=O)N2c2cc(C)on2)ccc1O (stereo not drawn)	-18	-1	-10	-3	-6	i	11	3	5
CC(=O)c1cccc(Nc2nc(-c3sc(N)nc3C)cs2)c1	-9	-4	-6	-10	-47	i	-31	-1	-34
COC(=O)c1ccc(C(=O)N2CCCC(N3CCN(c4ccc(F)cc4)CC3)C2)nc1 (stereo not drawn)	8	1	-3	-2	-5	i	0	0	-9
C=C[C@]1(C)C[C@@H](OC(=O)CSCCN(CC)CC)[C@]2(C)C(C)CC[C@]3(CCC(=O)[C@H]32)[C@@H](C)[C@@H]1O (stereo partly drawn)	-6&-2	-1&-2	-5&1	-6&-3	2&8	i	-38&-2	-5&-2	5&-1
CC(C)Cc1nc(Cl)c(C#N)c2c1CCCC2	5	1	31	-3	2	i	4	-6	-4
O=[N+]([O-])c1cccc(Nc2nc(Cl)nc(Cl)n2)c1	-1	1	2	-7	-12	i	-1	2	9

# 5 records picked at random from the list so far, as already listed:
Structure	SKN-1 block	Rin1 Abl inh	FAS-TE inh	MsrA act	CendR NRP1 mod	Neddyl block	eLon inh	MT1-MMP act inh	PABP1 MLLE inh
COC(=O)/C=C1\S/C(=N\N=C\CC(=O)OC)NC1=O	37*	1	-6	-2	1	i	8	-1	4
Clc1ccccc1OCc1nnc2n1CCCCC2	-7	0	-2	-3	-1	i	-6	5	-2
O=[N+]([O-])c1cccc(Nc2nc(Cl)nc(Cl)n2)c1	-1	1	2	-7	-12	i	-1	2	9
CC(C)C[C@H](NC(=O)NC1CCCc2ccccc21)C(=O)O (stereo partly drawn)	0	-3	-4	-2	-5	i	-13	7	1
C=C[C@]1(C)C[C@@H](OC(=O)CSCCN(CC)CC)[C@]2(C)C(C)CC[C@]3(CCC(=O)[C@H]32)[C@@H](C)[C@@H]1O (stereo partly drawn)	-6&-2	-1&-2	-5&1	-6&-3	2&8	i	-38&-2	-5&-2	5&-1

# Carrying on:
Structure	SKN-1 block	Rin1 Abl inh	FAS-TE inh	MsrA act	CendR NRP1 mod	Neddyl block	eLon inh	MT1-MMP act inh	PABP1 MLLE inh
CC1=CCC2C(=O)N(c3cccc(C(=O)NCc4ccccc4)c3)C(=O)C2C1 (stereo not drawn)	-12	-1	-3	-1	9	i	-4	0	0
CCNC(=O)CP(=O)(c1ccccc1)c1ccccc1	-14	4	-7	-9	-2	i	-2	-2	4
Cc1ccc(S(=O)(=O)N2C[C@@H]3[C@H]4CC[C@H](C4)[C@@H]3[C@@H](C)[C@H]2C#N)cc1	13	-2	19	-2	8	i	-2	2	-13
Cc1ccc(NS(=O)(=O)c2cccc(C(=O)NCCCN3CCCC3=O)c2)cc1	-5	1	-8	-3	7	i	-9	3	0
COC(=O)c1ccccc1NC(=O)C1CC(=O)N(c2ccc(F)cc2)C1 (stereo not drawn)	3	0	0	-2	-4	i	4	1	3
Cc1ccc(S(=O)(=O)Nc2cccc3c2O[C@@H](CN(C)C(=O)Nc2ccc4c(c2)OCO4)[C@H](C)CN([C@@H](C)CO)C3=O)cc1	-1	1	-1	0	20	i	-8	-2	1
CC1=NN(c2ccc(C)cc2)C(=O)/C1=C\C=C\c1ccccc1	7	4	0	-5	-9	i	-3	-9	-93
CO/N=C(\C(=O)N[C@@H]1C(=O)N2C(C(=O)O)=C(COC(N)=O)CS[C@H]12)c1ccco1	-5	0	-7	-7	-67	i	-4	-1	19
CC(/C=N/n1c(COc2ccccc2)n[nH]c1=S)=C\c1ccco1	5	2	-2	-3	-25	i	-9	0	-58
CC(=O)c1ccc(O)c(CC=C(C)C)c1	5	2	-1	-1	-2	i	-9	-3	0
Cc1ccccc1OC(C)C(=O)Nc1cccnc1 (stereo not drawn)	-7	2	-4	-5	4	i	-10	-1	10
N#CC1(NC(=O)COC(=O)CSc2ccc(F)cc2)CCCCC1	-8	-4	-6	-3	-1	i	-6	-2	-1
O=C(NCc1ccccc1)C1=C[C@H](c2csc3ccccc23)C[C@H](OCc2ccc(CO)cc2)O1	0	1	22	-3	23	i	-19	3	1
O=C(CN1CCCC1)Nc1nc(-c2ccc3c(c2)CCN3C(=O)c2ccccc2F)cs1	8	0	5	-2	7	i	-5	4	4
Cc1c(Cl)cccc1NC(=S)NCc1ccco1	0	-1	8	-5	-3	i	6	4	15
CN(c1ccccc1)S(=O)(=O)c1ccc(Cl)c(C(=O)NCc2ccccc2CN2CCCC2)c1	-13	2	1	-5	6	i	-3	-1	-3
CCCc1cc(=O)n2[nH]c(-c3cc(OC)c(OC)c(OC)c3)nc2n1	31	1	-3	-4	0	+	-2	4	-3
O=C(CSc1ncn[nH]1)Nc1c(Br)cc([N+](=O)[O-])cc1Br	5	-3	-23	-2	-1	i	-3	4	19
O=C(NCc1ccccc1Cl)NC(=O)c1csc([N+](=O)[O-])c1	3	1	0	-2	20	i	-1	-1	-2
Cc1cc(C(=O)NCc2csc(-c3ccccc3)n2)no1	4	1	-7	-2	3	i	1	0	-14

# Part of the list above, field by field.
O=C(c1ccc(Br)o1)N1CCC(c2nc3ccccc3[nH]2)CC1
  SKN-1 block: 2
  Rin1 Abl inh: 1
  FAS-TE inh: -3
  MsrA act: 0
  CendR NRP1 mod: -8
  Neddyl block: i
  eLon inh: -18
  MT1-MMP act inh: 1
  PABP1 MLLE inh: 13
COc1ccc(CCN2CN(S(=O)(=O)c3ccccc3)c3nc4ccccc4nc32)cc1OC
  SKN-1 block: -4
  Rin1 Abl inh: 2
  FAS-TE inh: 12
  MsrA act: -1
  CendR NRP1 mod: -6
  Neddyl block: i
  eLon inh: 5
  MT1-MMP act inh: -1
  PABP1 MLLE inh: -1

# 2 of the compounds above, with values under each structure:
# Value order: SKN-1 block	Rin1 Abl inh	FAS-TE inh	MsrA act	CendR NRP1 mod	Neddyl block	eLon inh	MT1-MMP act inh	PABP1 MLLE inh
- N#CC1(NC(=O)COC(=O)CSc2ccc(F)cc2)CCCCC1
  -8	-4	-6	-3	-1	i	-6	-2	-1
- CC(C)Cc1nc(Cl)c(C#N)c2c1CCCC2
  5	1	31	-3	2	i	4	-6	-4

# Neddyl block, hit marks shown above
SMILES	SKN-1 block	Rin1 Abl inh	MsrA act	CendR NRP1 mod	Neddyl block	eLon inh	MT1-MMP act inh	PABP1 MLLE inh
CCCc1cc(=O)n2[nH]c(-c3cc(OC)c(OC)c(OC)c3)nc2n1	31	1	-4	0	+	-2	4	-3
